Source: PubChem BioAssay (several laboratories)
GLD-1 RNA inh: GLD-1-TGE RNA interaction inhibition (C. elegans) | Q17339 | purified GLD-1 + fluorescein TGE RNA, fluorescence polarization | inhibition, % at 5.96 µM | hit rate 0.44% among 320,000;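 active = percent inhibition above a per-plate cutoff, the plate mean of test compounds plus 3 SD, cut at about 30% in these data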;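 note: 0% = DMSO wells with GLD-1 and probe and 100% = wells lacking GLD-1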
MCL1-BIM inh: disrupts human MCL1 binding to BIM-BH3 peptide | Q07820 | GST-MCL1 / FITC-Bim-BH3 fluorescence polarization | inhibition, % at 10.9 µM | hit rate 0.68% among 320,000;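 active = inhibition above the mean inhibition of all tested compounds plus 3 SD, set per campaign, cut at about 40% in these data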;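 note: 0% = DMSO wells and 100% = unlabeled Bim-BH3 peptide control; higher means more loss of mP so more displacement of Bim peptide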
Target sequence (Q07820 whole entry, looked up): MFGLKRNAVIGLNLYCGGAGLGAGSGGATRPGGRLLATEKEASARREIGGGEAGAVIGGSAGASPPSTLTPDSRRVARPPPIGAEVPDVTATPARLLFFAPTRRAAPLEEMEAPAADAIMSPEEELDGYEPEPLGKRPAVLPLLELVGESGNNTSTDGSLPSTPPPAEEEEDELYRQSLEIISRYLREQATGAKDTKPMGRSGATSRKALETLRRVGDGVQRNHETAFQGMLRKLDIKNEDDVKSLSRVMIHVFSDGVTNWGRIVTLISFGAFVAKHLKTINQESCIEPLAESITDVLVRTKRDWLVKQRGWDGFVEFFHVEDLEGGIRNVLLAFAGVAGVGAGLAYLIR
BCLXL inh: blocks human Bcl-xL binding to Bim BH3 peptide | AID 2129 | inhibition, % at 10.9 µM | GST-Bcl-xL / FITC-Bim BH3 peptide fluorescence polarization | hit rate 0.7% among 320,000;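 active = inhibition above the mean of all tested compounds plus 3 SD, cutoff set per campaign, cut at about 30% in these data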;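 note: 0% = DMSO wells and 100% = unlabeled Bim-BH3 peptide competitor; inhibitors lower millipolarization by displacing the labeled peptide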
Target sequence (Q07817 whole entry, looked up): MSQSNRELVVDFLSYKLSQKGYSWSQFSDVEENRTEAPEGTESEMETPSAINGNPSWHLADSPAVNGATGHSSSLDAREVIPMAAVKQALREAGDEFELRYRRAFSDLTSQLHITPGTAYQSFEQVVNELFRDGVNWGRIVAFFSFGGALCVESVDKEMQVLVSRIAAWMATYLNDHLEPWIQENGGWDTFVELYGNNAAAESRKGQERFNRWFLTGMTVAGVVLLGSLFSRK
VLA-4 inh: inhibition in a human VLA-4 binding assay | VLA-4 expressing cells, ligand binding flow cytometry | hit rate 0.2% among 330,000 | P13612 | inhibition, % (about 7 µM as worked out from the volumes in the protocol) | AID 2557; in the data active = inhibition above about 50%
AGP1-GFP MLPCN: yeast TOR pathway AGP1-GFP modulation; GFP response vs DMSO, % at 10 µM; AID 2066; hit rate 0.02% among 320,000; S. cerevisiae AGP1-GFP multiplex flow cytometry, 3 h; GFP as percent of DMSO wells;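 active = GFP response relative to DMSO above a set limit, near screen average plus 3 SD, cut at about 150% in these data; inconclusive = fewer than 70 cells counted for the yeast strain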;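 note: median GFP channel fluorescence of the gated AGP1 strain per well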
MEX-5 binding: C. elegans MEX-5 TCR-2 RNA binding activity | hit rate 0.38% among 300,000 | AID 1832 | MEX-5/FITC-TCR2 RNA binding, fluorescence polarization; stronger effect = lower value | activity score (negative = inhibition of binding), % at 10 µM | Q9XUB2;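 active = inhibition past about -25% in most replicates, and total fluorescence under double the plate's negative control median, limit read from the data; inconclusive = replicates evenly split on the limit, or fluorescence at least double controls; inactive = too little inhibition in most replicates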;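 note: 0% = DMSO and -100% = 5 µM competing unlabeled TCR2 RNA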
Target sequence (Q9XUB2 whole entry, looked up): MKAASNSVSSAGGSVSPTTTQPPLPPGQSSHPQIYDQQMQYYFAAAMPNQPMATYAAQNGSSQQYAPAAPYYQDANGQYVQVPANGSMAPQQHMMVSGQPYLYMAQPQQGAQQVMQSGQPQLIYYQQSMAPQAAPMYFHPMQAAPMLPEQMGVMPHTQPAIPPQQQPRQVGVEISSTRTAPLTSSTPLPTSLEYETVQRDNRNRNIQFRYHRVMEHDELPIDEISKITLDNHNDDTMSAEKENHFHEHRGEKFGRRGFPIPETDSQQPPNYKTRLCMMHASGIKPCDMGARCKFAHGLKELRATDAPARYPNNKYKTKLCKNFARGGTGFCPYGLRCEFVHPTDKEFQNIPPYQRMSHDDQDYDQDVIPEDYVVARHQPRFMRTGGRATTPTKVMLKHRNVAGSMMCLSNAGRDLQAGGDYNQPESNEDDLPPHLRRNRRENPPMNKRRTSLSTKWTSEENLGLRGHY
GRK2 aptamer HTS: inhibitors of human GRK2 displacing RNA aptamer; bead flow cytometry, FAM-aptamer displacement from GRK2; hit rate 0.59% among 330,000; AID 488847; P25098; inhibition of aptamer binding, % at 10 µM;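 active = inhibition of aptamer binding above 40%, roughly 3 SD of noise, on plates passing a quality check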;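 note: median bead fluorescence of bound FAM aptamer so fluorescent compounds give negative values; no value below 0 was filed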
CR mimetic SO: yeast age-related superoxide inhibition as caloric restriction mimetic. hit rate 0.18% among 330,000. S. cerevisiae aged cells, superoxide DHE fluorescence; stronger effect = lower value. superoxide response (% of plate mean), % at 10 µM;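 active = superoxide response under a set limit, about three screen SD below normal, cut at about 65% in these data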;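 note: yeast aged for seven days with compound at 30 °C before DHE staining; 100% = average MFI of all compound-treated wells on the plate with controls excluded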
CIT2-GFP yeast: modulators of TOR pathway CIT2-GFP in S. cerevisiae | S. cerevisiae CIT2-GFP strain, flow cytometry, 3 h; 100 means same as DMSO wells | GFP response vs DMSO, % at 10 µM | hit rate 0.065% among 320,000 | AID 2029;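 active = GFP response relative to DMSO above a set limit, near the screen mean plus 3 SD, cut at about 150% in these data; inconclusive = Fewer than 70 cells measured for a yeast strain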;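 note: ratio of well median GFP fluorescence to mean of DMSO wells on the plate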
* = called active by the depositor; ? = inconclusive; . = not tested or not shown; [ ] = dose if it differs, or a comment.

SMILES	GLD-1 RNA inh	MCL1-BIM inh	BCLXL inh	VLA-4 inh	AGP1-GFP MLPCN	MEX-5 binding	GRK2 aptamer HTS	CR mimetic SO	CIT2-GFP yeast
Cc1ccc(-c2csc(NC(=O)CSc3nc(C)cc(=O)[nH]3)n2)cc1	3	3	1	0	104	2.6	13	115	95
Cc1ccsc1/C=N/NC(=O)c1cccc(S(=O)(=O)Nc2ccccc2Cl)c1	-2	15	1	8	94	3.5	23	86	97
Cc1ccc2oc(C(=O)NCc3ncc(C)[nH]3)c(C)c2c1	4	9	2	-1	94	-2.1	0	99	95
C#CC(C)OC(=O)Nc1cnccc1C(F)(F)F (centres undefined)	-2	-1	1	-1	115	-3.7	0	98	110
Cn1c(CCNC(=O)c2ccc(Cl)cc2)n[nH]c1=S	6	3	1	-9	97	0.4	4	101	102
COc1ccc(-n2c(N)c(Br)c(=O)[nH]c2=O)cc1	3	5	8	13	100	0.2	0	87	104
CN1CCCC(CC2Oc3ccccc3Sc3ccccc32)C1 (centres undefined)	1	-4	1	11	100	-0.8	44*	100	96
Cn1c(=N)n(CC(=O)c2ccc(Br)cc2)c2ccccc21	4	5	7	-2	.	0.9	1	92	.
Cc1ccc(S(=O)(=O)N2CCOCC2)cc1C(=O)Nc1cccc(C(=O)NC2CC2)c1	-3	-4	-4	6	102	.	0	90	99
O=C(N=C1SC2CS(=O)(=O)CC2N1CCc1ccc(F)cc1)C1CCCCC1 (centres undefined)	4	1	6	4	105	2.5	0	98	104
COc1cccc(/C=N/NC(=O)C(C)Cn2cnc3ccccc32)c1 (centres undefined)	3	-6	-4	22	111	1.0	0	98	96
O=C(NCC(c1ccco1)N1CCCC1)c1cn(Cc2ccccc2)nc1-c1ccccc1 (centres undefined)	-8	6	2	-4	107	.	0	100	97
Cc1ccc(OCC(=O)Nc2ccc3c(c2)C(=O)NC3=O)c(C)c1	1	6	1	7	102	-1.0	2	96	103
COc1ccc(C(=O)N/N=C/c2ccc(OC)c(COc3ccccc3)c2)cc1	2	-8	0	-1	107	0.8	0	101	104
O=C(c1cccnc1)N1N=C(C2CC2)CC1(O)C(F)(F)F (centres undefined)	1	0	2	8	94	-0.6	3	97	94
O=C(NC1CCCC1)C(c1ccccc1F)N(C(=O)c1csnn1)C1CC1 (centres undefined)	-5	0	3	6	95	2.1	1	98	90
CCOC(=O)c1c(O)c2ccccc2oc1=O	-4	3	-2	21	110	-3.8	0	123	106
COc1ccc2c(c1)C1CC(C)(NC(=O)C1C(=O)c1ccccc1)O2 (centres undefined)	2	4	2	11	103	-0.5	0	98	102
Fc1ccc(-c2csc(-c3cccnc3)n2)cc1F	-1	-9	-2	0	90	-2.0	5	108	108
CC(=O)N1N=C(c2cccnc2)OC1c1ccc(C(C)C)cc1 (centres undefined)	0	3	1	7	102	-2.5	6	102	100
O=C(CCNS(=O)(=O)c1c(Cl)cccc1Cl)OCC(=O)c1ccccc1	9	5	7	17	91	-0.6	1	98	95
O=C(CCC1N=C2c3ccccc3N=C(SCc3ccc(F)cc3)N2C1=O)NCc1ccco1 (centres undefined)	-7	11	11	-5	98	-4.1	1	91	97
O=C(CN(c1ccc(Cl)c(C(F)(F)F)c1)S(=O)(=O)c1ccccc1)N/N=C/c1cccc2c1OCCO2	3	11	-3	1	89	1.4	2	81	89
CCCCNC(=O)[C@H]1C[C@H]1[C@@H](O)[C@H](CO)NC(=O)[C@H](Cc1ccccc1)NC(=O)OC(C)(C)C	3	-4	-2	-12	74	1.2	0	101	66
CCC(=O)N1CCc2nc(-c3ccccc3)sc2C1	2	7	5	-2	93	0.0	0	96	93
Cc1onc(-c2ccccc2Cl)c1C(=O)Nc1ccc(Cl)cn1	5	3	2	-2	110	-1.4	1	108	105
CN(CC(=O)N1CCN(Cc2ccccc2)CC1)S(=O)(=O)c1ccc(F)cc1	2	6	6	-3	100	2.9	4	102	92
Cc1[nH]n(-c2cccc([N+](=O)[O-])c2)c(=O)c1-c1ccccc1	4	7	5	10	99	-1.4	2	122	103
COc1ccc(S(=O)(=O)CCC(=O)N2c3ccccc3CC2C)cc1 (centres undefined)	-1	-1	5	3	94	-0.3	0	89	90
COc1ccc(OC)c(S(=O)(=O)N2CCC(C(=O)N3CCN(Cc4ccccc4)CC3)CC2)c1	-9	-6	1	3	.	0.1	0	110	85
COC(=O)c1ccc(S(=O)(=O)c2ccccc2)c(N)c1	10	-5	2	10	99	2.4	0	98	94
O=C(CN1C(=O)NC2(CCCC2)C1=O)Nc1nc2ccccc2s1	-3	-5	2	-2	107	1.4	2	88	100
Cc1cccc(-n2c(SCC(N)=O)nnc2-c2ccccn2)c1C	-2	3	2	5	95	-0.8	3	93	90
CC(=O)n1cc([C@H]2C=C(C(=O)N3CCN(Cc4ccc5c(c4)OCO5)CC3)O[C@@H](OCc3ccc(CO)cc3)C2)c2ccccc21	1	2	2	14	78	-0.6	0	107	68
O=C(CSc1ncn[nH]1)NCCc1ccc(Cl)cc1	-4	-14	-1	10	105	0.8	1	99	108
COC(=O)c1cc(NC(=O)Nc2ccccc2)ccc1Cl	2	7	6	-1	96	3.7	3	98	107
Cc1cc(N2CCN(S(=O)(=O)c3ccc4c(c3)OCCO4)CC2)n2ncnc2n1	3	21	2	-4	112	-1.0	0	96	119
Cc1cc(C)nc(NC(=O)c2cc(Br)ccc2Cl)n1	-3	2	3	11	94	-1.8	0	99	102
COc1ccccc1C1CN(c2ccccc2)N=C1c1cccs1 (centres undefined)	-2	-4	0	6	28[may fluoresce violet]	0.8	3	109	?
CCOc1ccc(-c2n[nH]c(=S)n2/N=C/c2cc3c(cc2[N+](=O)[O-])OCO3)cc1	-3	-21	-27	8	104	0.1	0	107	96
CCc1ccccc1NC(=O)CNC(=O)CSC(=S)N1CCCC1	0	7	4	8	96	.	0	108	87
COc1cc(C(=O)NNC(=O)c2ccc3c(c2)OCCO3)cc(OC)c1OC	9	.	.	8	96	.	1	89	87
COc1ccc(OC)c(NC(=O)CN(Cc2ccc(Cl)cc2)S(C)(=O)=O)c1	-1	-1	4	-2	81	-2.5	0	102	.
O=C(CON=C1c2ccccc2-c2ccccc21)NC12CC3CC(CC(C3)C1)C2	2	10	0	2	89	1.5	2	102	98
CCOC(=O)c1c2n(c3ccc(O)cc13)CCCCC2	7	2	8	-11	100	-0.7	0	110	99
COc1ccc(CNc2nc(SC)n[nH]2)cc1OC	-7	0	-2	3	101	1.2	0	112	92
Cc1cnc(NC(=O)CSc2nnc(-c3ccncc3)n2C2CCCCC2)s1	9	6	3	-7	95	-1.9	0	93	92
Cc1cccc(C(C)C)c1NC(=O)C(C)OC(=O)Cn1cnc2c1c(=O)n(C)c(=O)n2C (centres undefined)	2	-3	1	20	110	3.0	1	121	96
Cc1csc(Nc2ccc(C(=O)O)cc2)n1	-2	-6	-7	-4	103	0.4	0	89	101
CC(=O)N1C(=O)C2(C(C#N)=C(N)Oc3c2c(C)nn3-c2ccccc2)c2ccccc21 (centres undefined)	5	-3	2	-5	89	2.1	2	115	92
COc1ccccc1NC(=O)NCCCCc1ccccc1	0	6	2	9	88	0.8	2	104	85
O=C1NC[C@H](c2ccccc2)OC(=O)[C@H](Cc2ccc(F)cc2)C/C=C\C[C@H]1CC(=O)N(CCO)Cc1ccccc1	2	.	.	-6	106	.	1	118	92
CCOc1ccc(C(=O)Nc2ccc(N3CCN(C)CC3)cc2)cc1	8	18	10	8	109	-4.6	0	102	104
COc1ccccc1-c1c(C)nn2c(C)c(C(C)=O)cnc12	3	-1	1	14	95	-0.8	0	113	88
Cc1nnc(SCC(=O)Nc2nonc2C)s1	-7	-6	1	-3	100	0.8	0	100	103
O=C(Nc1nccs1)c1ccc(S(=O)(=O)NCC2CCCCC2)cc1	2	6	5	8	97	1.0	0	90	94
CCc1nnc(NC(=O)c2cccc(S(=O)(=O)N3CCN(c4ccccc4)CC3)c2)s1	6	-1	1	12	93	1.4	7	98	107
CC(C)C1CCC(C(=O)N[C@H](Cc2ccccc2)C(=O)O)CC1 (some centres undefined)	3	-4	4	-15	86	-3.8	1	93	86
O=C(c1nc2ccc(Cl)cn2c1CNCCn1ccnc1)N1CCCCCCC1	0	9	7	2	105	-0.3	0	103	100
O=C(Nc1ccccc1N1CCCC1)c1ccco1	-1	13	13	12	98	0.5	2	100	103
Next part.
SMILES	GLD-1 RNA inh	MCL1-BIM inh	BCLXL inh	VLA-4 inh	AGP1-GFP MLPCN	MEX-5 binding	GRK2 aptamer HTS	CR mimetic SO	CIT2-GFP yeast
O=C(CSCC(=O)Nc1nc(-c2ccc3c(c2)OCO3)cs1)Nc1nccs1	5	10	9	-34	94	0.0	0	97	105
Cc1c(NC(=O)COC(=O)/C=C/c2ccc(Cl)cc2)c(=O)n(-c2ccccc2)n1C	0	3	1	-7	90	-0.1	4	95	86
O=C(NC1CC(=O)N(c2ccccc2)C1)C1CC1 (centres undefined)	6	5	3	-6	95	1.9	0	115	83
Cc1ccc(-c2cn(S(=O)(=O)c3ccc(C)cc3)nc2N)cc1	8	14	7	3	.	3.7	0	103	97

Part of the list above in another layout.
Order of values: GLD-1 RNA inh | MCL1-BIM inh | BCLXL inh | VLA-4 inh | AGP1-GFP MLPCN | MEX-5 binding | GRK2 aptamer HTS | CR mimetic SO | CIT2-GFP yeast
CC(=O)N1C(=O)C2(C(C#N)=C(N)Oc3c2c(C)nn3-c2ccccc2)c2ccccc21 (centres undefined)
→ 5 | -3 | 2 | -5 | 89 | 2.1 | 2 | 115 | 92
COc1ccccc1NC(=O)NCCCCc1ccccc1
→ 0 | 6 | 2 | 9 | 88 | 0.8 | 2 | 104 | 85
O=C1NC[C@H](c2ccccc2)OC(=O)[C@H](Cc2ccc(F)cc2)C/C=C\C[C@H]1CC(=O)N(CCO)Cc1ccccc1
→ 2 | . | . | -6 | 106 | . | 1 | 118 | 92
CCOc1ccc(C(=O)Nc2ccc(N3CCN(C)CC3)cc2)cc1
→ 8 | 18 | 10 | 8 | 109 | -4.6 | 0 | 102 | 104
COc1ccccc1-c1c(C)nn2c(C)c(C(C)=O)cnc12
→ 3 | -1 | 1 | 14 | 95 | -0.8 | 0 | 113 | 88
Cc1nnc(SCC(=O)Nc2nonc2C)s1
→ -7 | -6 | 1 | -3 | 100 | 0.8 | 0 | 100 | 103
O=C(Nc1nccs1)c1ccc(S(=O)(=O)NCC2CCCCC2)cc1
→ 2 | 6 | 5 | 8 | 97 | 1.0 | 0 | 90 | 94
CCc1nnc(NC(=O)c2cccc(S(=O)(=O)N3CCN(c4ccccc4)CC3)c2)s1
→ 6 | -1 | 1 | 12 | 93 | 1.4 | 7 | 98 | 107
CC(C)C1CCC(C(=O)N[C@H](Cc2ccccc2)C(=O)O)CC1 (some centres undefined)
→ 3 | -4 | 4 | -15 | 86 | -3.8 | 1 | 93 | 86
O=C(c1nc2ccc(Cl)cn2c1CNCCn1ccnc1)N1CCCCCCC1
→ 0 | 9 | 7 | 2 | 105 | -0.3 | 0 | 103 | 100
O=C(Nc1ccccc1N1CCCC1)c1ccco1
→ -1 | 13 | 13 | 12 | 98 | 0.5 | 2 | 100 | 103
O=C(CSCC(=O)Nc1nc(-c2ccc3c(c2)OCO3)cs1)Nc1nccs1
→ 5 | 10 | 9 | -34 | 94 | 0.0 | 0 | 97 | 105
